High-throughput results: PubChem, National Center for Advancing Translational Sciences (NCATS)
N370S GC mod: N370S glucocerebrosidase modulation, Gaucher chaperone candidate | 330,000 compounds, 0.092% hits | N370S GC spleen homogenate, 4MU-glucoside fluorescence | AID 2101 | Potency, µM (doses to about 59.4 µM), for the others: at the top dose activity change, negative = inhibition, usual class: inhibitors;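 note: 0% = full enzyme activity and -100% = no enzyme basal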
FEN1 inh: blocks human flap endonuclease 1; P39748; Recombinant FEN1 flap cleavage, fluorescence, 15 min; Potency, µM (doses to about 114 µM), without a hit: top-dose activity change, negative = inhibition, actives largely listed as inhibitors; 390,000 compounds, 0.35% hits; note: nearly all actives have a fitted effect of over 65% in size
Target sequence (P39748 whole entry, looked up): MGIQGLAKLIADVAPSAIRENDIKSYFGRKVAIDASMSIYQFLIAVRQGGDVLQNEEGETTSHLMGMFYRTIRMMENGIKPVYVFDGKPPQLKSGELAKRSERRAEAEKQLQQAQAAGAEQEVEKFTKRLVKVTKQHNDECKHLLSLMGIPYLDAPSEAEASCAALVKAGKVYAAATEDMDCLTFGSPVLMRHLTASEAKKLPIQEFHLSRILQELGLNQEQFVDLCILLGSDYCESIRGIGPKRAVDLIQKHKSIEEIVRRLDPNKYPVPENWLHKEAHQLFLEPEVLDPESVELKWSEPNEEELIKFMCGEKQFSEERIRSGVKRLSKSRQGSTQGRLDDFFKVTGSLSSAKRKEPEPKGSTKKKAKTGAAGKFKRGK
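FEN1 at 10 nM preincubated with compounds 15 min at room temperature, then flap DNA substrate added at 50 nM final. Signal read at 0 and 15 min; concentration-response fitted with four-parameter Hill equation.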
KAT2A inh: GCN5L2 (KAT2A) acetyltransferase inhibition; Q92830; GCN5L2 HAT assay, ThioGlo1 CoA-SH fluorescence; Potency, µM (series often up to 58.9 µM), for the others: at the highest dose activity change, negative = inhibition, hits mostly inhibitors; 390,000 compounds, 0.21% hits; AID 504327
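Free CoA generated was detected with ThioGlo1 (50uM) fluorescence at Ex340nm/Em540nm, read immediately and after 20 min at room temperature. Enzyme, 20 nM in HEPES pH 7.5 buffer, saw compounds 15 min before adding 75uM H3(1-25) peptide and 70uM acetyl-CoA.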
* marks the source's active call; other numbers are inactive results; u = inconclusive; x = not tested or not shown; & = joins results of further samples; [ ] = dose if it differs, or a comment. Calls come from the whole dose curve; as a rule, active = well fitted curve in the direction sought with a large enough effect; inconclusive = small, poorly fitted or top-dose-only effect, or another doubt; inactive = no such curve, though single readings can be large; an effect the other way counts as inactive or inconclusive. Unless noted, % is set by controls: 0 for no effect and ±100 for the full control effect; potency is the fitted concentration of half-maximal effect.

KAT2A inh | N370S GC mod | FEN1 inh | molecule
-7% | x | -13% | COc1ccc(-c2cc(C(C)=O)c(C)n2CCC(=O)NCc2ccc(C)cc2)cc1
-4% | 0% | 3% | CCN(CC(=O)NCc1ccccc1Cl)CC(=O)Nc1c(F)cccc1F
-11% | -10% | -25% | CCOC(=O)[C@@H]1[C@H]2COc3cc(OC)ccc3[C@H]2N2C(=O)N(c3ccc(C(F)(F)F)cc3)C(=O)[C@@]12C
1% | 2% | 27% | O=C1CCCN1CCCNS(=O)(=O)c1ccc(Cl)c(C(=O)N2CCOCC2)c1
-4% | x | 7% | Cc1ccccc1C(=O)NC1(C(F)(F)F)C(=O)Nc2c1c(=O)[nH]c(=O)n2-c1ccc(F)cc1 (stereo not given)
-5% | x | -18% | CCc1ccccc1NC(=O)Nc1nnc(N(C)Cc2ccccc2)s1
-5%&-2% | -12% | u | Cc1nc2c(-c3ccc(F)cc3)c(C)nn2c(C)c1CCC(=O)N1CCN(c2ccc(F)cc2)CC1
-3% | -3% | -2% | O=S(=O)(c1ccc(Cl)cc1)N1CCN(Cc2cccnc2)CC1
1% | 0% | 3% | COc1ccccc1C(=O)NC(=O)COC(=O)c1cccc(NC(C)=O)c1
-15% | 3% | -1% | O=C1NC[C@H](Cc2ccc(O)cc2)N(CCc2cccc3ccccc23)C1=O
-6% | x | -2% | COc1ccccc1NC(=O)c1cc(=O)c2ccc(C)c(C)c2o1
0% | 5% | 1% | CC(=O)C1=C(C)NC(=O)NC1c1ccc2c(c1)OCO2 (stereo not given)
-4% | 13% | -18% | CCO[C@@H]1OC(C(=O)NCc2ccccc2)=C[C@H](c2csc3ccccc23)[C@H]1CCCO
0% | x | -7% | C[C@H](NS(=O)(=O)c1ccc2c(c1)OCCCO2)C(=O)N1CCN(c2ccc(F)cc2)CC1
-4% | -11% | x | Cc1nccn1CC(=O)N/N=C/c1ccc(O)c(O)c1
-6% | 3% | 1% | CN(C)S(=O)(=O)c1ccc(Cl)c(NC(=O)COC(=O)/C=C/c2ccco2)c1
-1% | -25% | -1% | CCc1ccc2nc(N(CCCN(C)C)C(=O)c3ccc(S(=O)(=O)N4CCCC4)cc3)sc2c1
-8%&-1%&-4%&-1% | u | 3% | OCc1cc(C(O)CNCCCCCCOCCCCc2ccccc2)ccc1O (stereo not given)
-8%[0.501 µM] | -1% | -2% | COC(CNC(=O)c1cccc2c1C(=O)N(Cc1cccnc1)C2)OC
0% | -2% | 3% | O=C(O)c1cc(-c2cccnc2)nc2ccccc12
2% | 18% | 2% | O=C1CC(Cc2ccccc2)C(=O)N1c1ncccn1 (stereo not given)
-16% | 11% | -2% | Cc1cc(S(=O)(=O)N2CCCCCC2)c(Cl)cc1Cl
-3% | 2%[2.35 µM] | -12% | CN1CCN(S(=O)(=O)c2ccc(NC(=O)c3cccc(S(=O)(=O)N4CCCC4)c3)cc2)CC1
-20% | -3% | -8% | Cc1ccc2[nH]c3nc(NN)nnc3c2c1
2% | 19% | -11% | CS(=O)(=O)N1CCN(c2cccc(Cl)n2)CC1
-5% | -4% | 0% | CCOc1ccc(CCNC(=O)COn2nnc3ccc(S(=O)(=O)N4CCOCC4)cc32)cc1OCC
-1% | 5% | -11% | COC(=O)CSc1n[nH]c(-c2cccnc2)n1
-1% | -3% | 18% | CC(C)(C)C(=O)Cn1ncc(Cl)c(Cl)c1=O
-10% | -12% | 11% | Cc1ccccc1NC(=O)CCCNC(=O)c1ccc(Cl)cc1
-5% | x | -8% | CC(=O)c1cc(-c2ccccc2)n(CCC(=O)Nc2ccc(C(C)C)cc2)c1C
0% | -6% | 16% | O=C(COc1ccccc1Cl)NCc1nc(-c2ccccc2)no1
1% | 3% | -10% | CC1CCc2sc3ncn4nc(C(=O)NCc5ccco5)nc4c3c2C1 (stereo not given)
-23% | x | 2% | COc1cc(C(=O)N2CCc3c([nH]c4ccccc34)C2c2ccccc2)cc(OC)c1OC (stereo not given)
1% | -4% | 15% | O=C(COC(=O)c1ccc(O)cc1)Nc1ccccc1
-5%&-8% | -1% | 11%&-1% | O=C(CN1C(=O)CCSc2ccc(S(=O)(=O)N3CCCC3)cc21)Nc1ccccc1
0% | 17% | -11% | O=C(CCN1C(=O)C2C3C=CC(C3)C2C1=O)NC1CCCc2ccccc21 (stereo not given)
21% | x | 4% | O=C(Cn1nc(N2CCN(c3ccccc3)CC2)ccc1=O)Nc1ccc(F)cc1F
2% | -1% | 0% | CC(=O)Nc1ccc2c(c1)CCC2=O
-7% | 1% | -4% | CC(Sc1nnc(-c2cccnc2)n1N)C(=O)N1CCOCC1 (stereo not given)
-6% | 18% | -14% | Cc1ccc(C(=O)O/N=C/c2c(C)nn(C)c2Cl)cc1
-21% | 3% | u | O=C(N/N=C\C=C\c1ccco1)c1cc(-c2ccc3ccccc3c2)n[nH]1
4% | x | -3% | CC(=O)c1ccc(NC(=O)c2cc3sccc3n2Cc2ccc(F)cc2)cc1
-4% | -12% | 9% | CCN(CC)C(=O)CSc1nnc(CCCCCNC(=O)OC(C)(C)C)o1
-8%&1% | -14%&-24%&-19% | u | COc1ccc(NC(=O)c2ccc(-c3ccc(-c4noc(C)n4)cc3C)cc2)cc1N1CCN(C)CC1
-1% | 0% | 7% | CC1CCCN(c2ccc(C(=O)NCc3cccs3)cn2)C1 (stereo not given)

Whole records as entered above:
CC1CCc2sc3ncn4nc(C(=O)NCc5ccco5)nc4c3c2C1 (stereo not given) as listed: KAT2A inh = 1%; N370S GC mod = 3%; FEN1 inh = -10%
O=C(CN1C(=O)CCSc2ccc(S(=O)(=O)N3CCCC3)cc21)Nc1ccccc1 as listed: KAT2A inh = -5%&-8%; N370S GC mod = -1%; FEN1 inh = 11%&-1%

The list goes on.
KAT2A inh | N370S GC mod | FEN1 inh | molecule
-4% | 4% | -11% | CC1(C)CC(=O)C2=C(C1)OC(c1ccncc1)C(C#N)=C2N (stereo not given)
-3% | x | 8% | CC(C)Cn1cc(NC(=O)NCc2ccccc2)c2ccccc2c1=O
0% | 2% | -15% | CC(=O)Nc1ccc(S(=O)(=O)N(Cc2cccnc2)Cc2cc3ccc(C)cc3[nH]c2=O)cc1
1% | -9% | 1% | Cc1cc(=O)oc2cc(OCC(=O)NCC3CCCO3)ccc12 (stereo not given)
u | x | -2% | COCCN(C(=O)c1cc2c(s1)CCC2)c1c(N)n(CC(C)C)c(=O)[nH]c1=O
1% | -7% | -4% | CCc1nnc(NC(=O)COc2ccc3ccccc3c2)s1
-3% | -2% | -4% | C#CCOCCOCCOCCNc1nc(N2CCN(C(=O)[C@H]([C@@H](C)CC)n3cc([C@@H](N)CC(C)C)nn3)CC2)nc(N2CCN(C(=O)[C@H](CCCCN)n3cc([C@@H](N)CC(C)C)nn3)CC2)n1
-3% | u | -8% | Cc1cc(Cl)ccc1NC(=S)NCCc1ccc(Cl)cc1
-11% | -1% | -21% | CC(Cc1cccs1)NC(=O)Nc1ccc([N+](=O)[O-])cc1 (stereo not given)
-6% | x | -21% | CCc1ccccc1NC(=O)CN1CCN(C(=O)CNC(=O)c2ccc(-c3ccccc3)cc2)CC1
-9% | -11% | -13% | O=[N+]([O-])c1ccccc1S(=O)(=O)N1CCN(Cc2ccc3c(c2)OCO3)CC1
9% | -2% | -10% | CCOc1ccc(N2C(=O)S/C(=C\c3cccn3C)C2=O)cc1
-6% | 3% | 1% | CCOC(=O)c1c(NC(=O)C2COc3ccccc3O2)sc(C(C)=O)c1C (stereo not given)
-2% | 8% | -15% | O=C(Nc1ccccc1F)c1ccc(Cn2cc(Br)cn2)cc1
-5% | x | -7% | O=C(NCc1ccccc1)c1ccc2c(c1)S(=O)(=O)c1cc(Cl)ccc1C2=O

Arranged by heavy-atom count (descending): some entries from above
KAT2A inh | N370S GC mod | FEN1 inh | molecule
-1% | -25% | -1% | CCc1ccc2nc(N(CCCN(C)C)C(=O)c3ccc(S(=O)(=O)N4CCCC4)cc3)sc2c1
u | x | -2% | COCCN(C(=O)c1cc2c(s1)CCC2)c1c(N)n(CC(C)C)c(=O)[nH]c1=O
-2% | 8% | -15% | O=C(Nc1ccccc1F)c1ccc(Cn2cc(Br)cn2)cc1
-4% | -11% | x | Cc1nccn1CC(=O)N/N=C/c1ccc(O)c(O)c1
-1% | -3% | 18% | CC(C)(C)C(=O)Cn1ncc(Cl)c(Cl)c1=O
2% | -1% | 0% | CC(=O)Nc1ccc2c(c1)CCC2=O

Other entries:
KAT2A inh | N370S GC mod | FEN1 inh | molecule
-7% | -8% | -18% | Cc1cc(N)n2ncc(-c3cccc(Br)c3)c2n1
-15% | 16% | 9% | Cc1ccc(CSCCNC(=O)c2ccc(NS(C)(=O)=O)cc2)cc1
0% | -4% | 8% | Clc1ccc(CNCCCSc2ncccn2)cc1
-1% | 6% | x | CCOC(=O)c1sc(NC(=O)CSc2nc3c(c(=O)n2-c2ccc(F)cc2)SCC3)c(C(=O)OCC)c1C
1% | 0% | 0% | CCN1CCN(C(=S)Nc2ccc3nc(N4CCN(C)CC4)cc(C)c3c2)CC1
1% | -8% | -24% | CCOC(CNC(=O)c1ccc(N2CCc3ccccc32)c([N+](=O)[O-])c1)OCC
-3% | -7% | -4% | O=C(NNC(=O)C12CC3CC(CC(C3)C1)C2)c1ccccn1
-3% | 22% | -5% | COc1ccccc1CNC(=O)C1CCC(CNc2c(N3CCC(C)CC3)c(=O)c2=O)CC1 (stereo not given)
-5% | 1% | -2% | COc1ccc(Br)cc1/C=N/NC(=O)c1cc(OC)c(OC)c(OC)c1
-2% | 5% | -10% | O=C(NCc1ccco1)c1cccc(S(=O)(=O)N2CCc3ccccc32)c1
-2% | -7% | -4% | Cc1nc2cc(-c3ccccc3)nn2c(C)c1CCC(=O)NC(C)c1ccc2c(c1)OCCO2 (stereo not given)
-8% | 4% | -10% | N#C/C(=N\Nc1ccc(Cl)cc1)C(=N)N1CCCCCC1
-6% | x | -16% | CN(c1ccccc1)S(=O)(=O)c1ccc(Cl)c(C(=O)NCc2ccccc2CN2CCCC2)c1
-3% | 1% | 6% | CN(C)S(=O)(=O)c1cc(NC(=O)COC(=O)c2ccc3c(c2)OCO3)ccc1Cl
0% | 12% | 1% | CC(=O)/C(=N/Nc1ccccc1)Sc1nnc(CCc2ccccc2)n1-c1ccccc1
-21% | x | 1% | COc1ccccc1C(=O)Nc1c(C(=O)N2CCN(c3ccccc3F)CC2)oc2ccccc12
-6% | 0% | 17% | COC(C(=O)Nc1ccnn1C1CCN(C(=O)c2cccc(F)c2)CC1)c1ccccc1 (stereo not given)
-9% | 0% | 24% | O=C(NCc1ccccn1)C(=O)NCC(c1ccco1)N1CCOCC1 (stereo not given)
-6% | -15% | -14% | Cc1ccc2ncnc(Nc3ccc(C)c(C)c3)c2c1
-15% | 6% | 2% | Cc1ccc2c(c1)nnn2C1CCN(CC(=O)NNC(=O)c2ccco2)CC1
x | -4%[12.8 µM] | -5% | COC(=O)C1=C(C(=O)OC)[C@@H]2Nc3ccccc3[C@@]23C[C@@H](C(=O)OC)N(C(=O)c2cccs2)C3=N1
-7% | -9% | -4% | C=CCOC(=O)C(C#N)c1nc2ccccc2nc1N1CCN(Cc2ccccc2)CC1 (stereo not given)
-4% | 5% | 5% | Cc1cc(C(=O)O)ccc1N=Cc1c(O)ccc2ccccc12
-5% | -5% | -10% | Cc1ccccc1N1C(=O)C2ON(c3ccccc3)C(c3ccncc3)C2C1=O (stereo not given)
-5% | 5% | -10% | CC1=C(C(=O)N2CCCCCC2)C2(CCC(C)CC2)OC1=O (stereo not given)
1% | -8% | 0% | Cc1cccc(C)c1NC(=O)CN1C(=O)C(C)Oc2ccccc21 (stereo not given)
-9% | 2% | 16% | COc1cc2c(cc1OC)C(C)N(C(=O)c1cc3n(n1)C(C(F)(F)F)CC(c1ccco1)N3)CC2 (stereo not given)
-3% | -6% | 3% | COc1ccc(N2CCN(C(=S)Nc3ccc(OC)cc3OC)CC2)cc1
2% | -3% | -10% | O=C(Nc1ccccc1F)c1cc(C(=O)Nc2ccccc2F)cc([N+](=O)[O-])c1
-1% | 8% | 4% | Cc1ccccc1NC(=O)C1CCN(c2cc(-c3ccccc3)nc3ncnn23)CC1
3% | -2% | -2% | Cc1c(CCO)c(=O)[nH]n1S(=O)(=O)c1cccc(C(F)(F)F)c1
-7% | u | -4% | O=C1O/C(=C/c2ccccc2)c2ccccc21
-1% | -12% | 0% | CCOc1ccc2nc(NCCNC(=O)Nc3cccc(C)c3)c(C#N)cc2c1
0%[0.501 µM] | -1% | 1% | Nc1nnc(CCS(=O)(=O)c2cc(Cl)ccc2Cl)s1
-1% | -12% | -9% | CC1(C)CC(NC(=O)CCC2CCCC2)CC(C)(C)N1
-7% | x | 10% | COC(=O)C(C)NC(=O)N1CCN(c2nnc(C)c3c(C)n(-c4ccc(Cl)cc4)nc23)CC1 (stereo not given)
-4% | -10% | -4% | COc1ccc(NC(=O)CS(=O)c2cccc(C(F)(F)F)c2)cc1 (stereo not given)

An excerpt; the hit share may differ from the screen's.
